Assay outcomes from PubChem BioAssay.
LDHA inh: qHTS assay for inhibitors of human lactate dehydrogenase; L-lactate dehydrogenase A chain (Homo sapiens), P00338; purified LDHA, NADH/diaphorase-resazurin fluorescence; stronger effect = lower value; activity change, % (values are at about 110 or 230 µM); 0.15% of 480,000 active; AID 1347041, 2019; in the data active = activity change below about -30%; inconclusive = mostly about -25% to -30%;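 also: plate controls were DMSO wells for no effect and wells without enzyme for full effect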
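Remaining NADH was detected by diaphorase (0.133 mg/mL) converting 37 µM resazurin to fluorescent resorufin, read at 0 and 20 minutes. The preceding 5-minute room-temperature reaction used 2 nM LDHA, 0.2 mM sodium pyruvate and 0.06 mM NADH at pH 7.4.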
Pol eta inh: qHTS for Inhibitors of Polymerase Eta | DNA polymerase eta (Homo sapiens), Q9Y253 | recombinant Pol eta, fluorescent DNA replication assay | Potency, µM (series often up to 114 µM), without a hit: top-dose activity change, negative = inhibition, most hits filed as inhibitors | 1.2% of 390,000 active | AID 588591, 2011; also: potency is read from the fitted curve at half-maximal effect; % is scaled to controls: 0 for no effect and ±100 for the full control effect
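Pol eta at 10 nM preincubated with compounds 15 min at room temperature; reaction started with fluorescent substrate (50 nM final) and read kinetically at 0 and 10 min.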
RGS4 inh: Inhibitors of Regulator of G Protein Signaling (RGS) 4: qHTS; Potency, µM (doses to about 114 µM), inactives show top-dose activity change, negative = inhibition, actives largely listed as inhibitors; Transcreener GDP fluorescence polarization, RGS4-accelerated GTP hydrolysis; 0.039% of 390,000 active; also: potency is read from the fitted curve at half-maximal effect; % is scaled to controls: 0 for no effect and ±100 for the full control effect; nearly all actives have a fitted effect of over 75% in size; some results filed as inactive show a strong effect at the top dose
Target sequence (P49798 whole entry, looked up): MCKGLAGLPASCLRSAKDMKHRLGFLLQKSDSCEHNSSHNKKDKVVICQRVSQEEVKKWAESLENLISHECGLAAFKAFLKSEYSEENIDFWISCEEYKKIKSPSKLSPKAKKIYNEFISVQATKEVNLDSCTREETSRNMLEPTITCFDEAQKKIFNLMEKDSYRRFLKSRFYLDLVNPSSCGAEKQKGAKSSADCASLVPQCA
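MLSMR compounds (23 nl, pin-transferred) preincubated 10 min at room temperature with a 500nM (2x) first reagent, then RGS4 at 900nM (2x) plus Transcreener GDP mix added; fluorescence polarization (620/688 nm) read before and after 90 min at 30 °C.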
Pol beta inh: qHTS Assay for Inhibitors of DNA Polymerase Beta. AID 485314, 2010. Potency, µM (doses to about 114 µM), for inactives: at the highest dose activity change, negative = inhibition, hits mostly inhibitors. 1.3% of 340,000 active. P06746. Pol beta primer extension/strand displacement, fluorescence kinetic; also: potency is read from the fitted curve at half-maximal effect; % is scaled to controls: 0 for no effect and ±100 for the full control effect
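Pol beta (10 nM) and compounds were preincubated 15 min at room temperature, then 50 nM substrate (final) started primer extension/strand displacement. Reads were taken at 0 and 10 min; concentration-response data were fitted to a four-parameter Hill equation.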
ALOX12 inh: Primary qHTS assay for inhibitors of human arachidonate 12S-lipoxygenase (ALOX12): Round 2. Polyunsaturated fatty acid lipoxygenase ALOX12 (Homo sapiens), P18054. purified 12hLO, xylenol orange hydroperoxide absorbance. Potency, µM (series often up to 108 µM), for inactives: at the highest dose activity change, negative = inhibition, hits mostly inhibitors. 1.1% of 580,000 active. AID 1671190, 2021; also: potency is read from the fitted curve at half-maximal effect; % is scaled to controls: 0 for no effect and ±100 for the full control effect
Target sequence (P18054 whole entry, looked up): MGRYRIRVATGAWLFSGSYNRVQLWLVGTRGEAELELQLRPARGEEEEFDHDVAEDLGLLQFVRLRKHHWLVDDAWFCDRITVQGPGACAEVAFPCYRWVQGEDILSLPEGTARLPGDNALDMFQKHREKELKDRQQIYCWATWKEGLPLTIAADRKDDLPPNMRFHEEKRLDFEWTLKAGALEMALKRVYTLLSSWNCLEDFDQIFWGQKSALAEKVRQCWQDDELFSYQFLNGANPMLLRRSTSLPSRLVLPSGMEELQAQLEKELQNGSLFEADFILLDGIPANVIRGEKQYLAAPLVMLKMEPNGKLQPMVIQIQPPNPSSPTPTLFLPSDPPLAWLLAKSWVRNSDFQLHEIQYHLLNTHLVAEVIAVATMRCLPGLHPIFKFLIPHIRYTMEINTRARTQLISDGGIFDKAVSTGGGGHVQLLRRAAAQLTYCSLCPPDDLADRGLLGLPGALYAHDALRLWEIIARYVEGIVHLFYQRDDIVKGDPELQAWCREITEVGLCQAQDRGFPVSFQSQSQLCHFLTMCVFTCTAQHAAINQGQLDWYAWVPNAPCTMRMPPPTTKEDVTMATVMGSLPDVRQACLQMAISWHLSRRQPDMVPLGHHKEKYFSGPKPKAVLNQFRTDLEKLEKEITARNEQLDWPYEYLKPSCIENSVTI
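Purified human 12hLO at 150 nM in 25 mM Hepes, 0.01% Triton X-100, pH 7.0, preincubated 15 min at room temperature with compound. Reaction started with 40 uM arachidonic acid, 30 min at room temperature. Hydroperoxide measured by Fe-xylenol orange, 573/405 nm absorbance ratio.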
Anesthetic bind: qHTS Assay for Identification of Novel General Anesthetics; Ferritin light chain (Equus caballus), P02791; Potency, µM (series often up to 77.5 µM), inactives show at the highest dose activity change, negative = displacement, actives largely listed as inhibitors; apoferritin/1-aminoanthracene competitive binding, fluorescence; 0.074% of 350,000 active; AID 485281, 2010; also: potency is read from the fitted curve at half-maximal effect; % is scaled to controls: 0 for no effect and ±100 for the full control effect; nearly all actives have a fitted effect of over 20% in size
Target sequence (P02791 2-175 limits assumed): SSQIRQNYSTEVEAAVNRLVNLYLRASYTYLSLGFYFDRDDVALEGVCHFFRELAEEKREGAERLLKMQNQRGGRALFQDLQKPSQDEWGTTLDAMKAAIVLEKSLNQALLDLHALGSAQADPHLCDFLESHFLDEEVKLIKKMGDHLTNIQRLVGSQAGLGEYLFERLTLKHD
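Concentration-response curves derived by four-parameter Hill fitting of normalized fluorescence, where compounds displaced 1-AMA from 10 uM horse apoferritin following a brief 10 min room-temperature incubation; propofol titration acted as positive control.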
ERG Ets-DNA blk: qHTS for Small Molecule Inhibitors of the ERG Ets/DNA interaction; 0.028% of 370,000 active; Potency, µM (series often up to 76.9 µM), without a hit: top-dose FP activity, negative = inhibition, hits mostly inhibitors; fluorescence polarization, His-ERG Ets domain / labelled DNA; AID 624246, 2012; Transcriptional regulator ERG (Homo sapiens), P11308; active = well fitted inhibition curve with a large enough effect in the polarisation, with a control signal flat; inconclusive = small, poorly fitted or top-dose-only effect, or effect the other way, or a change in a side signal; inactive = no such curve, though single readings can be large or run the other way; the % refers to the polarisation;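 also: polarization taken with two DNA probes labelled with fluorescein and Texas red; potency is read from the fitted curve at half-maximal effect; % of control where 0% means no effect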
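His-tagged ERG Ets domain (1 uM in the protein solution; 300mM KCl, 50mM Tris-HCl, 1mM EDTA, 1mM DTT, pH 7.5) received compound, then a probe mix of 5 nM fluorescein-DNA and 100nM Texas-615-DNA. Fluorescence polarization was read for both dyes.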
POLK inh: qHTS for Inhibitors of Polymerase Kappa. Potency, µM (highest dose often 107 µM), for inactives: top-dose activity, negative = inhibition, usual class: inhibitors. AID 588579, 2011. purified Pol kappa, fluorescent DNA synthesis assay, 10 min. 0.53% of 400,000 active; also: potency is read from the fitted curve at half-maximal effect; % is scaled to controls: 0 for no effect and ±100 for the full control effect
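50 nM final substrate added after 15 min RT preincubation of 10 nM Pol kappa with compound; fluorescence read at 0 and 10 min.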
APE1 inh: qHTS Assay for Inhibitors of the Human Apurinic/apyrimidinic Endonuclease 1 (APE1) | Potency, µM (titrated, usually from 65.8 µM), inactives show at the top dose activity change, negative = inhibition, actives largely listed as inhibitors | 0.35% of 350,000 active | DNA repair nuclease/redox regulator APEX1 (Homo sapiens), P27695 | recombinant APE1, TAMRA/BHQ-2 abasic DNA cleavage fluorescence;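 also: potency is read from the fitted curve at half-maximal effect; plate controls were vehicle for no effect and reference inhibitor for full effect; nearly all actives have a fitted effect of over 55% in size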
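Readout is kinetic fluorescence (ex 525, em 598 nm) from cleavage of 50 nM TAMRA/BHQ-2 THF abasic duplex by 0.75 nM APE1, compound added 15 min beforehand at RT.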
Active calls of the source: *; i = inactive; ? = inconclusive; / = not tested or not shown; & = joins results of further samples; [ ] = dose if it differs, or a comment. Unless noted, calls follow the shape of the dose curve; as a rule, active = well fitted curve in the direction sought with a large enough effect; inconclusive = small, poorly fitted or top-dose-only effect, or another doubt; inactive = no such curve, though single readings can be large; an effect the other way counts as inactive or inconclusive.

Compound,LDHA inh,Pol eta inh,RGS4 inh,Pol beta inh,ALOX12 inh,Anesthetic bind,ERG Ets-DNA blk,POLK inh,APE1 inh
C=CCn1c(SCC(=O)c2ccc(O)c(O)c2)nnc1-c1ccccc1OC,0,25µM*,-23%,?,?,?,-3%,?,-5%
COc1ccc(OC)c(-c2nc3ccccc3nc2-c2ccccc2)c1,2,-18%,-31%,7%,?,-13%,1%,-8%,-1%
CN(c1ccccc1)S(=O)(=O)c1cccc(NC(=O)CSc2nncs2)c1,-1,-14%,0%,2%,-7%,-5%,0%,-16%,2%
CC(C)CN(CC(C)C)S(=O)(=O)N1CCC(C(=O)NCc2cccnc2)CC1,-4,-17%,-56%[56.9 µM],8%,0%,-5%,-8%,-8%,2%
COCCCN(C(=O)Nc1ccc(C)c(C)c1)C(C)c1ccccn1 (stereo not given),-6,-6%,-9%,-17%,4%,-21%,-14%,-1%,1%
Cc1ccccc1C(=O)Nc1ccc(N2CCN(C)CC2)nc1,-7,-1%,22%,3%,-5%,-1%,4%,-4%,3%
COc1cc(C=O)ccc1OCC(=O)N1CCCC1,-1,3%,-7%,18%,-16%,-2%,3%,-18%,4%
Cc1ccc(S(=O)(=O)N2CCN(C(=O)CSC3CCCC3)CC2)c(C)c1,-4,-11%,12%,6%,?,6%,2%,-2%,-1%
CCOC(=O)C1CCCN(C(=O)Nc2ccccc2)C1 (stereo not given),-15,-8%,20%,23%,0%,-12%,-6%,-5%,15%
Cc1ccc(-n2nc3ccc(NC(=O)c4oc5ccc(C)cc5c4C)cc3n2)cc1,-5,-15%,-13%,?,-3%,-10%,11%,?,/
O=C(CSc1nnnn1-c1ccccc1)c1ccc(O)cc1O,-1,-19%,-6%,-25%,?,-15%,-1%,-1%,?
CC1CCN(S(=O)(=O)c2ccc(NC(=O)CCN3C(=O)c4ccccc4C3=O)cc2)CC1,2,-13%,-29%,1%,7%,?,-10%,-7%,8%
COc1ccccc1NC(=O)Nc1nc2ccc(S(N)(=O)=O)cc2s1,-10,-6%,8%,-2%,14%,2%,29%,-7%,71%[activator]
CN(C)/C=N/C(=S)Nc1ccccc1Cl,-1,-12%,-8%,1%,-29%,-11%,-9%,2%,5%
Cn1c(SCc2nnc(-c3ccccc3)o2)nc2ccccc21,-6,-18%,-14%,3%,2%,-11%,?,-12%,-1%
Cc1ccc(C(=O)NNC(=O)c2cc3cc4ccccc4nc3s2)cc1,-24,-3%,-32%,50µM*,8%,-12%,-5%,-20%,22µM*
C#CCOCCOCCOCCNc1nc(N2CCN(C(=O)[C@H](CCCCN)n3cc([C@@H](N)CC(C)C)nn3)CC2)nc(N2CCN(C(=O)[C@H](Cc3cc4ccccc4[nH]3)n3cc([C@@H](N)Cc4ccc(O)cc4)nn3)CC2)n1,-7,-7%,-26%,3%,/,-8%,5%,-1%,6%
COc1ccccc1NC(=O)c1ccccc1NC(=O)c1ccccc1,-6,1%,-4%,15%,-19%,-17%,-2%,6%,/
CN(Cc1ccccc1)C(=O)c1ccccc1N(C)S(=O)(=O)c1ccccc1,-8,-13%,11%,/,-15%,/,-1%,-1%,-5%
CN(c1ccc(OCC(=O)OCC(=O)Nc2ccc([N+](=O)[O-])cc2)cc1)S(=O)(=O)c1cccs1,-8,-10%,-10%,/,?,/,-11%,-16%,/

Pol eta inh, what is marked active above.
Structure,LDHA inh,Pol eta inh,RGS4 inh,Pol beta inh,ALOX12 inh,ERG Ets-DNA blk,POLK inh,APE1 inh
C=CCn1c(SCC(=O)c2ccc(O)c(O)c2)nnc1-c1ccccc1OC,0,25µM*,-23%,?,?,-3%,?,-5%

New compounds follow:
Compound,LDHA inh,Pol eta inh,RGS4 inh,Pol beta inh,ALOX12 inh,Anesthetic bind,ERG Ets-DNA blk,POLK inh,APE1 inh
Cn1c(-c2ccccc2)cc(=O)c2ccccc21,-14,-13%,-3%,-3%,8%,-9%,/,-4%[60.1 µM],-5%
CCOC(=O)CCSCC(=O)Nc1nnc(C)s1,-12,-6%,-9%,9%,10%,-9%,5%,3%,-1%
CCOc1ccc(NC(=O)CSc2n[nH]c(N)n2)c([N+](=O)[O-])c1,-10,-6%,3%,38%,22%,-6%,-1%,-3%,25%
Cc1cc([N+](=O)[O-])c(C(C)(C)C)cc1N,-6,-10%,17%,-24%,20%,?,1%,-10%,0%
Cc1ccc(-c2cc(C(F)(F)F)n3ncc(-c4ccc(Cl)cc4)c3n2)cc1,0,-18%,-8%,13%,-3%,-16%,-2%,7%,/
CCCN1CNC(=S)N(c2cccc(C)c2C)C1,-7,-9%,-10%,-1%,-21%,-9%,-3%,-3%,11%
O=C(CNc1ccc2ccccc2c1)N/N=C/c1ccc(C(=O)O)cc1,32,1%,-15%,10%,1%,-9%,-8%,?,4%
CCCCN(CCCC)C(=O)C1CC=CCC1C(=O)O (stereo not given),-7,-11%,12%,2%,15%,-9%,-3%,-8%,2%
Cc1ccc(OCCSc2nc3ccc(NC(=O)c4cccs4)cc3s2)cc1,-2,-17%,36%,5%,-9%,2%,-2%,-5%,/
O=C(Nc1ccc2c(c1)OCO2)O[C@@H]1C[C@H]2CCC(=O)N3CC[C@@H](C1)[C@@H]23,2,-12%,-15%,5%,18%,-4%,8%,5%&-7%,59%[activator]
CC(=O)Nc1ccccc1OCc1nnc(-c2ccc(Cl)cc2)o1,-5,0%,41%,-11%,0%,-6%,9%,-5%,-3%
COc1ccc(S(=O)(=O)Nc2ccccc2N2CCOCC2)cc1OC,-3,-9%,-6%,/,360%[activator],/,-14%[15.4 µM],-6%,23%
COCCN1C(=O)C(O)=C(C(=O)c2cccs2)C1c1ccccc1 (stereo not given),3,-15%,-29%,6%,?,-21%,-1%,4%,-1%
CCOc1ccc(CN2C(=O)c3ccccc3C2=O)cc1C(=O)NC1CC(C)(C)NC(C)(C)C1,-16,-15%,-13%,/,?,/,1%,6%,14%
COc1ccc(-n2c(O)c(C=NCc3ccccn3)c3ccccc3c2=O)c(OC)c1,1,-8%,24%,16%,i,-8%,4%,-25%,0%
O=C(COc1ccccc1)Nc1ccccc1Oc1ccccc1,0,-7%,-9%,1%,-20%,-12%,3%,-2%,-5%
Cc1ccsc1/C=N/n1c(-c2ccncc2)n[nH]c1=S,-2,-13%,-50%,32%,?,-6%,12%,-1%,3%
C=CCn1c(SCc2ccccc2)nc2scc(-c3ccc(C)o3)c2c1=O,-4,-22%,?,3%,-17%,-8%,-6%,-7%,-4%
C#Cc1cccc(C(=O)N2CCCC(C(=O)c3ccc(OC)cc3C)C2)c1 (stereo not given),-3,-9%,-12%,21%,-1%,?,3%,-5%,-10%
CCC(NC(=O)C1CCCO1)c1ccccc1 (stereo not given),0,-22%,-15%,51%,8%,-18%,6%,-9%,-3%
CCC(Cc1ccccc1)NC(=O)c1cc(S(=O)(=O)N2CCCCC2)c[nH]1 (stereo not given),-1,-16%,8%,20%,-7%,-22%,-8%,13%,21%
CC(Sc1ccc(S(=O)(=O)N(C)C)cn1)C(=O)NC1CCCC1 (stereo not given),-7,0%,-37%,/,?,/,-1%,-11%,11%
COc1ccccc1N1CCN(C(=O)c2cn(Cc3ccccc3)nc2-c2cccnc2)CC1,-3,-13%,-9%,/,7%,/,1%,2%,9%
O=C(CCNS(=O)(=O)c1ccccc1)NCC1CCCCC1,-6,1%,8%,/,-12%,/,11%,-6%,8%

Part of the list above, showing only Pol eta inh.
SMILES	Pol eta inh
O=C(CCNS(=O)(=O)c1ccccc1)NCC1CCCCC1	1%
CCC(Cc1ccccc1)NC(=O)c1cc(S(=O)(=O)N2CCCCC2)c[nH]1 (stereo not given)	-16%

A second format for part of the listing above.
Results follow in this order: LDHA inh | Pol eta inh | RGS4 inh | Pol beta inh | ALOX12 inh | Anesthetic bind | ERG Ets-DNA blk | POLK inh | APE1 inh
> COc1ccccc1N1CCN(C(=O)c2cn(Cc3ccccc3)nc2-c2cccnc2)CC1
→ -3 | -13% | -9% | / | 7% | / | 1% | 2% | 9%
> O=C(CCNS(=O)(=O)c1ccccc1)NCC1CCCCC1
→ -6 | 1% | 8% | / | -12% | / | 11% | -6% | 8%

A portion of the library; count on the stated rates, not on these rows.
